# High-throughput results as filed in PubChem BioAssay.
# EP2 modulator: modulates human prostaglandin E2 receptor EP2 signaling; EP2-expressing cells, cAMP HTRF FRET, PGE2 co-stimulation; induction, % at 25 µM; 0.83% of 260,000 active;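 active means compounds whose cAMP rise, as percent of the full-agonist control response, exceeds 60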;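 further: rat C6 glioma line stably carrying human EP2 under a CMV promoter; the protocol text gives 20 µM as final concentration; 100% = response of wells given 1 µM PGE2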
# Target sequence (P43116 whole entry, looked up): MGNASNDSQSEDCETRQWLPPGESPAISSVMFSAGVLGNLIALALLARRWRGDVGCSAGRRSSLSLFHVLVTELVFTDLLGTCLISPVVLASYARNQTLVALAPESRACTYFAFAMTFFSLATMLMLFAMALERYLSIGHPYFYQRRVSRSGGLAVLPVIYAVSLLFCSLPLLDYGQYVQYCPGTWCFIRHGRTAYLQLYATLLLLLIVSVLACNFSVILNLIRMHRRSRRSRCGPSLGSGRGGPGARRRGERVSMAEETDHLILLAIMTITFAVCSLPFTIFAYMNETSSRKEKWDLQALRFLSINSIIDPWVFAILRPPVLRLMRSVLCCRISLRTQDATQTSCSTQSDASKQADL
# eIF4E 4G PPI: eIF4E/eIF4G interaction inhibition in translation initiation; P63073+Q04637; TR-FRET eIF4E-eIF4GI(517-606) binding, 2 h; inhibition, % at 21.7 µM; 0.37% of 220,000 active; AID 782;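 active means inhibition above about 30%, limit read from the data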;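 further: 0% = full FRET control wells and 100% = background wells lacking eIF4GI fragment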
# NPY-Y1 antag: blocks the human neuropeptide Y Y1 receptor. P25929. HEK293-CNG Y1 cells, membrane potential fluorescence; NPY at EC95, then isoproterenol. inhibition, % at 3.6 µM. 1% of 200,000 active. AID 1040;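 active means inhibition above the campaign mean inhibition of all tested compounds plus 3 SD, cut at about 20% in these data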;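 further: 0% = DMSO wells given NPY plus isoproterenol and 100% = isoproterenol alone without NPY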
#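 material = HEK293 cells with Y1 receptor plus CNG channel | also added = NPY 25 nM then isoproterenol 1 µM plus Ro 20-1724 25 µM | schedule = dye 3 h, compound 60 min room temperature, stimulation 45 min | measured by = membrane potential fluorescence | benchmarks = high control isoproterenol alone, low control NPY with isoproterenol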
# S1P4 ag: activates the human S1P4 receptor; S1P4-expressing cell line, agonist reporter assay; AID 1509; 0.35% of 220,000 active; activation, % at 4.98 µM; in the data active means activation above about 11%;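 further: 0% = DMSO vehicle and 100% = reference agonist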
# NPY2 pot ag: potentiators or agonists of human neuropeptide Y receptor Y2; P49146; cells expressing NPY-Y2, potentiator/agonist read-out; activation, % at 3.6 µM; 0.45% of 220,000 active; AID 1359; in the data active means activation above about 27%;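 further: cells stimulated with NPY near EC25 plus isoproterenol at EC100; 0% = vehicle plus submaximal agonist and 100% = vehicle plus saturating agonist; some results beyond the cut were filed as inactive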
# Target sequence (P49146 whole entry, looked up): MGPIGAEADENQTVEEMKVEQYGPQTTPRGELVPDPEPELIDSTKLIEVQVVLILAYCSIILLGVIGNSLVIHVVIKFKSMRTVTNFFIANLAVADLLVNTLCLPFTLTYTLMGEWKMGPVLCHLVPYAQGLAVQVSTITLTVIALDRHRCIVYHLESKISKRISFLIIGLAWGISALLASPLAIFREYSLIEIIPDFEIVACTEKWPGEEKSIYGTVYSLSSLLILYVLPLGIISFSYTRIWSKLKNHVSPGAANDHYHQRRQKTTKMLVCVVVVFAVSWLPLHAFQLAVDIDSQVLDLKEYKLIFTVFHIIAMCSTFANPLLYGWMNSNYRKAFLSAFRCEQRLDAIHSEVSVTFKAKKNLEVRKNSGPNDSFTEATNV
# NPY1 pot ag: potentiates or activates human NPY-Y1 receptor; activation, % at 3.6 µM; P25929; NPY-Y1 expressing cells, potentiator/agonist activation; 0.37% of 220,000 active; in the data active means activation above about 33%, passing the limit was not always enough;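 further: cells stimulated with NPY at EC10 then isoproterenol at EC100; 0% = low agonist plus stimulus and 100% = saturating agonist plus stimulus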
# p97 ATPase inh: human p97 ATPase inhibition | AID 1481 | 0.42% of 220,000 active | recombinant p97 ATPase, Kinase-Glo ATP luminescence, 3 h | inhibition, % at 8 µM; in the data active means inhibition above about 15%;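 further: 0% = DMSO vehicle and 100% = wells lacking enzyme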
# PGE2 EP2 inh: EP2 receptor (human) inhibition | inhibition, % at 25 µM | C6 glioma cells expressing human EP2, cAMP TR-FRET; cells stimulated with saturating PGE2 | 0.52% of 260,000 active;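 active means percent inhibition above 40 after rounding to a whole number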;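 further: rat C6 glioma host cells with rolipram phosphodiesterase inhibitor present; the protocol text gives 20 µM as final concentration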
# S1P4 antagonist: antagonists of human S1P4 receptor. 0.26% of 220,000 active. O95977. inhibition, % at 4.98 µM. AID 1510. S1P4-expressing cells, antagonist mode, reporter read-out; in the data active means inhibition above about 29%;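 further: 0% = wells stimulated with agonist and 100% = vehicle wells without agonist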
# An asterisk follows results filed as active; / = no result given; & = joins results of further samples; [ ] = remark or other dose. This is a subset; the hit share may differ from the screen's.
# Sample of the layout:
SMILES,EP2 modulator,eIF4E 4G PPI,NPY-Y1 antag,S1P4 ag,NPY2 pot ag,NPY1 pot ag,p97 ATPase inh,PGE2 EP2 inh,S1P4 antagonist
CC(=O)Oc1ccc(N(C(C)=O)S(=O)(=O)c2cc([N+](=O)[O-])ccc2C)cc1,5,2,4,-2.2,22,-7,4,9,-1
Cc1ccc(C)c(CSc2nnc(CCN)o2)c1,-3,-1,-7,0.3,-12,-27,5,15,-6
O=C(Nc1nccs1)c1ccc(COc2ccc(Cl)cc2)o1,-11,2,9,-2.6,9,-14,2,7,-17
COc1ccc(OC)c(NC(=O)c2cc3ccccc3o2)c1,0,3,12,-1.1,-18,-23,1,11,-4

# The listing, from the start:
SMILES,EP2 modulator,eIF4E 4G PPI,NPY-Y1 antag,S1P4 ag,NPY2 pot ag,NPY1 pot ag,p97 ATPase inh,PGE2 EP2 inh,S1P4 antagonist
CC(=O)Oc1ccc(N(C(C)=O)S(=O)(=O)c2cc([N+](=O)[O-])ccc2C)cc1,5,2,4,-2.2,22,-7,4,9,-1
Cc1ccc(C)c(CSc2nnc(CCN)o2)c1,-3,-1,-7,0.3,-12,-27,5,15,-6
O=C(Nc1nccs1)c1ccc(COc2ccc(Cl)cc2)o1,-11,2,9,-2.6,9,-14,2,7,-17
COc1ccc(OC)c(NC(=O)c2cc3ccccc3o2)c1,0,3,12,-1.1,-18,-23,1,11,-4
N#Cc1ccc(OCC(O)CS(=O)(=O)c2ccc(F)cc2)cc1 (stereo unspecified),-58,-5,-1,0.7,-7,14,1,5,-2
NNC(=O)c1ccccc1-n1cccc1,4,3,-4,0.4,2,0,8,2,8
O=C(NCCc1ccccc1)c1noc2c1CCCCC2,-6,7,0,-1.4,-23,-19,3,/,7
Cc1ccc(S(=O)(=O)N/N=C/c2ccc(OCC(=O)NC(C)C)cc2)cc1,/,/,5,-0.1,9,-6,6,4,-22
CC(=O)c1cccc(Nc2nc(-c3cccc([N+](=O)[O-])c3)cs2)c1,11,0,6,-4.6,2,-5,-5,4,-1
FC(F)(F)c1nc(NCC2CCCO2)c2nnn(Cc3ccccc3Cl)c2n1 (stereo unspecified),44,2,-2,-0.1,0,-27,-8,11,-4
O=C1c2ccccc2C(=O)N1CC(O)CN1CCOCC1 (stereo unspecified),21,-3[fluorescence artefact?],2,-1.1,-18,-13,0,9,-16
CC(C)c1ccc2c(c1)c(SC(C)(C)C)c(CC(C)(C)C(=O)O)n2Cc1ccc(Cl)cc1,41,0,-1,1.3,12,16,3,12&18,-24

# Record cards, as listed above:
# Cc1ccc(C)c(CSc2nnc(CCN)o2)c1 in the list: EP2 modulator: -3; eIF4E 4G PPI: -1; NPY-Y1 antag: -7; S1P4 ag: 0.3; NPY2 pot ag: -12; NPY1 pot ag: -27; p97 ATPase inh: 5; PGE2 EP2 inh: 15; S1P4 antagonist: -6
# N#Cc1ccc(OCC(O)CS(=O)(=O)c2ccc(F)cc2)cc1 (stereo unspecified) in the list: EP2 modulator: -58; eIF4E 4G PPI: -5; NPY-Y1 antag: -1; S1P4 ag: 0.7; NPY2 pot ag: -7; NPY1 pot ag: 14; p97 ATPase inh: 1; PGE2 EP2 inh: 5; S1P4 antagonist: -2

# 3 compounds picked at random from those above:
SMILES,EP2 modulator,eIF4E 4G PPI,NPY-Y1 antag,S1P4 ag,NPY2 pot ag,NPY1 pot ag,p97 ATPase inh,PGE2 EP2 inh,S1P4 antagonist
COc1ccc(OC)c(NC(=O)c2cc3ccccc3o2)c1,0,3,12,-1.1,-18,-23,1,11,-4
CC(=O)Oc1ccc(N(C(C)=O)S(=O)(=O)c2cc([N+](=O)[O-])ccc2C)cc1,5,2,4,-2.2,22,-7,4,9,-1
Cc1ccc(S(=O)(=O)N/N=C/c2ccc(OCC(=O)NC(C)C)cc2)cc1,/,/,5,-0.1,9,-6,6,4,-22

# The listing continues:
SMILES,EP2 modulator,eIF4E 4G PPI,NPY-Y1 antag,S1P4 ag,NPY2 pot ag,NPY1 pot ag,p97 ATPase inh,PGE2 EP2 inh,S1P4 antagonist
Cc1ccc(NC(=O)C2CCCN(S(=O)(=O)c3c(C)noc3C)C2)c(C)c1 (stereo unspecified),-6,2[fluorescence artefact?],1,-0.3,7,2,5,13,8
O=C(CCNC(=O)c1ccccc1Cl)Nc1ccc(Br)c(C(F)(F)F)c1,-36,18[fluorescence artefact?],0,0.3,11,15,0,6,1
Cc1ccc(Cl)c(NC(=S)N(CCCN2CCOCC2)Cc2ccco2)c1,-21,-2,5,-0.8,-13,-11,-4,6,-4
COc1ccc(C(=O)Nc2ccc(S(=O)(=O)Nc3cc(C)nc(C)n3)cc2)c(OC)c1,-2,3,5,0.5,6,-11,4,16,1
CCOc1ccc(-c2nnc3ccc(SCC(=O)Nc4cc(C)on4)nn23)cc1,-39,0,1,0.6,8,14,7,2,4
NC(=O)c1ccc(N=Nc2c(O)c3ccccc3[nH]c2=O)cc1,-21,10,/,0.3,8,9,3,14,6
CCS(=O)(=O)C(=C1NCCO1)S(=O)(=O)CC,38,-1,6,0.9,2,8,2,1,-1
CCNS(=O)(=O)c1ccc(CCC(=O)Nc2cc(Cl)ccc2Oc2ccccc2)cc1,24,0,-2,0.8,14,17,-1,5,0
Cc1ccccc1Cn1nc(C)c(NC(=O)c2cc(CC(C)C)on2)c1C,20,-7,/,0.5,-1,19,-3,10,-2
COc1ccc(NS(=O)(=O)CC23CCC(CC2=O)C3(C)C)cc1 (stereo unspecified),-5,-13,-2,-0.2,-9,6,-7,7,-9
COc1ccc2c(C)cc(SCC(=O)N3CCOCC3)nc2c1,-4,-6,0,-0.6,-9,-5,0,7,-7
Cc1nc(-c2ccc(C(=O)NCCO)cc2)cs1,3,1,4,-1.5,4,3,2,7,5
O=C(/C=C/c1ccco1)NCC1(c2ccccc2)CCCC1,-66,21[fluorescence artefact?],-5,-1.5,1,18,1,5,-14
COc1ccc(C(=O)CCC(C)(C)[N+](=O)[O-])cc1,-13,3,-1,0.7,-5,22,3,4,13
COCc1c(C(=O)OC)nnn1-c1ccc(C(F)(F)F)cc1[N+](=O)[O-],2,5,-1,1.9,-4,-16,2,3,-6
O=C(O)c1ccc2cc[nH]c2c1,21,12,2,1.3,-3,4,-1,15,-8
CCCCCCCCCCn1c2c(c(=N)c3c1CCC3)CCC2,28,-6[fluorescence artefact?],92*,0.1,-77,-88,-4,19,-4
Cc1cc(C)c(NC(=O)NC2CCCCC2)c(C)c1,10,2,1,1.6,-3,-8,0,13,1
NC(=O)c1ccccc1N1CCCCC1,9,2,/,-0.8,-17,7,-5,11,5
S=C1NCN(Cc2ccco2)CN1CCc1ccccc1,1,-1,/,0.8,-3,16,3,6,-11
Cc1ccc(N(Cc2ccco2)C(=O)c2cccc(S(=O)(=O)N(C)C)c2)cc1,16,1,7,1.3,-4,3,-2,9,7
c1ccc2c3c(cc(N4CCOCC4)c2c1)OC1(N2CCOCC2)CCCCC1O3 (stereo unspecified),-5,1,-8,0.2,16,-11,4,17,3
COC(=O)c1cc2c(ccn2-c2ccc(F)cc2)n1Cc1cccc(OC)c1,-24,-3,1,-1.1,17,7,4,9,-8
COC(=O)C(CC(=O)c1cccc(OC)c1)c1ccc(F)cc1 (stereo unspecified),21,-2,6,1.7,-1,16,0,4,-17

# Looked up above.
# O=C1c2ccccc2C(=O)N1CC(O)CN1CCOCC1 (stereo unspecified) in PGE2 EP2 inh is entered as 9
# S=C1NCN(Cc2ccco2)CN1CCc1ccccc1 in NPY2 pot ag is entered as -3
# CCOc1ccc(-c2nnc3ccc(SCC(=O)Nc4cc(C)on4)nn23)cc1 in EP2 modulator is entered as -39
# O=C(NCCc1ccccc1)c1noc2c1CCCCC2 in NPY1 pot ag is entered as -19

# Continuation.
SMILES,EP2 modulator,eIF4E 4G PPI,NPY-Y1 antag,S1P4 ag,NPY2 pot ag,NPY1 pot ag,p97 ATPase inh,PGE2 EP2 inh,S1P4 antagonist
COc1cccc(CN(C)C(=O)c2cccnc2SC)c1OC,5,-4,2,1.1,9,-5,4,8,-5
Cc1ccc(NC(=S)NC2CCN(Cc3ccccc3)CC2)cc1,-51,-7[fluorescence artefact?],1,-0.8,-6,-29,1,4,16
O=C(Cn1nnc2ccccc2c1=O)NC1CCCc2ccccc21 (stereo unspecified),17,12[fluorescence artefact?],-3,1.2,4,12,2,18,4
CCOc1ccc(/C=N/Nc2nncc(-c3ccccc3)n2)cc1OC,-9,3,-5,1.4,12,11,1,11,-26
CCOc1ccc(NC(=S)N(Cc2ccc(N(C)C)cc2)Cc2ccco2)cc1,1,3,8,1.3,-14,9,-4,3,16
COc1ccccc1-c1nn2c(C(F)(F)F)nnc2s1,34,6[fluorescence artefact?],0,0.7,13,21,7,8,-6
CCOC(=O)c1[nH]c(C)c(C(=O)N(CC)CC)c1C,-9,-4,3,1.3,2,6,3,12,-5
O=C(c1cc2nc(-c3cccs3)cc(C(F)(F)F)n2n1)N1CCCc2ccccc21,8,6,7,1.1,-18,-7,-4,12,-10
C/C(=N\Nc1ccccc1Cl)c1ccc(-n2ccnc2)cc1,-8,4,8,1.0,-2,9,2,4,-6
Cc1cc(C(=O)NN=C2CCCCC2)c2ccccc2n1,2,3[fluorescence artefact?],5,0.3,-2,-4,3,18,-9
COc1ccc(N=Nc2c(C)[nH][nH]c2=O)cc1,13,4,-2,0.1,2,-6,-2,5,-6
C=CCNC(=O)CSc1n[nH]c(-c2cc(Cl)ccc2OC)n1,-44,0,7,0.4,2,-18,2,6,7
C=CCn1c(SC2CCOC2=O)nc2sc(C)c(C)c2c1=O (stereo unspecified),23,-2,8,-1.1,-13,-38,-5,10,0
O=C1NC(c2ccncc2)Nc2ccccc21 (stereo unspecified),1&7,-2,5,-0.7,6,5,6,13&6,-7
Cc1cc(C)n(-c2nnc(C)n2NS(=O)(=O)c2ccc(F)cc2)n1,4,-1,-6,-0.3,9,9,1,1,-14
O=C(O)C1C2CCC(O2)C1C(=O)Nc1ccc(O)cc1 (stereo unspecified),20,0,-5,0.2,-3,-25,4,18,-25
CSc1nsc(SCC(=O)Nc2ccc(C(C)=O)cc2)n1,-26,8,4,-2.5,12,9,3,5,3
CN1CCN(NC(=O)CN2C(=O)/C(=C/c3c(Cl)cccc3Cl)SC2=S)CC1,-15,10,6,-3.1,-2,12,-1,3,-10
C/C(=C\c1ccco1)C1Nc2cccc3cccc(c23)N1,-26,4[fluorescence artefact?],2,0.0,-2,-20,6,3,12
CC(C)C(=O)Nc1cc(C(F)(F)F)ccc1N1CCOCC1,1,0,2,1.2,4,10,0,12,-20
COC(=O)/C(=C\Nc1ccc(Cl)c2ccccc12)c1ncc(C(F)(F)F)cc1Cl,29,-3,2,0.7,1,5,4,16,15
Cc1ccsc1/C=C1/SC(=O)N(CC(=O)N2CCOCC2)C1=O,1,1[fluorescence artefact?],1,0.8,-1,25,6,8,-6
CCN1C(=O)c2ccccc2S(=O)(=O)c2ccc(C(=O)N3CCOCC3)cc21,-4,-5,1,-1.3,-19,-8,-11,9,-16
